VEEV TC-83 Vero: inhibitors of VEEV TC-83 cytopathic effect, confirmation, Vero cells (AID 588727). inhibition, % at 20 µM, or IC50 in µM where a hit was titrated. 350,000 tested, 0.13% active. Vero cells, VEEV TC-83 cytopathic effect inhibition; higher % means a stronger effect; in the data active = a potency from the dose series; inconclusive = inhibition mostly from about 14% at the one dose, without a potency; inactive = the rest, 99 in 100 with inhibition below about 12%; also: strong numbers were not always called active
influenza NS1A: H1N1 influenza NS1A inhibitors, functional cell based assay (AID 504329) | one-dose inhibition, % at 12.5 µM; IC50 in µM for titrated hits | NS1A functional cell-based assay, percent inhibition; higher % means a stronger effect | 340,000 tested, 0.3% active; in the data active = a potency from the dose series; inconclusive = inhibition above about 27% without an active follow-up result; also: strong numbers were not always called active
Salmonella PhoP GFP: Inhibition of PhoP regulon, Salmonella typhi GFP reporter cells, confirmation, 4 h (AID 1850) | one-dose inhibition, % at 50 µM; IC50 in µM for titrated hits | 310,000 tested, 0.33% active | Salmonella Typhi PhoP-promoter GFP reporter, fluorescence, 4 h; higher % means a stronger effect; in the data active = a potency from the dose series; inconclusive = inhibition mostly from about 25% at the one dose, without a potency; inactive = the rest, 99 in 100 with inhibition below about 19%;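 also: 0% = induced wells with vehicle and 100% = uninduced wells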
tuberculosis growth: growth inhibition of non-replicating M. tuberculosis (AID 488890). Mycobacterium tuberculosis non-replicating, growth inhibition; higher % means a stronger effect. one-dose inhibition, % at 25 µM; IC50 in µM for titrated hits. 320,000 tested, 0.39% active; in the data active = a potency from the dose series; inconclusive = inhibition mostly from about 82% at the one dose, without a potency; inactive = the rest, 99 in 100 with inhibition below about 76%;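 also: plate controls were DMSO cells for no effect and high antibiotic wells for full effect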
H37Rv inhibition: M. tuberculosis growth inhibition, HTS (AID 449762). 330,000 tested, 0.59% active. M. tuberculosis H37Rv growth inhibition, 7H9 media; higher % means a stronger effect. inhibition, % at 25 µM; hits with a dose series show IC50 in µM; in the data active = a potency from the dose series; inconclusive = inhibition above about 70% without an active follow-up result;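 also: bacterial growth assessed after seven days of incubation; strong numbers were not always called active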
VEEV TC-83 Vero 10K pilot screen: recorded beside VEEV TC-83 Vero, whose call it bears; inhibition, %; measured here: 10K pilot screen inhibition
The depositor's hits bear a star; i = inactive; ? = inconclusive; · = not tested or not shown.

A first look, 7 compounds:
SMILES	VEEV TC-83 Vero	influenza NS1A	Salmonella PhoP GFP	tuberculosis growth	H37Rv inhibition	others
O=C(C/C=N/OCc1c(Cl)cccc1Cl)c1ccccc1	i	-1%	10%	13%	1%
COc1ccccc1-c1ccc(SCC(=O)Nc2cc(C)on2)nn1	0.7%	10%	9%	?	4%
CC(=O)c1ccc(NC(=S)NCCc2cccc(Cl)c2)cc1	0.1%	3%	16%	?	12%
Cc1nnc(-n2cnc3ccccc32)c2ccccc12	2.9%	3%	9%	-10%	2%
NC(N)=NS(=O)(=O)c1ccc(N/C=C/C(=O)c2ccc(Cl)c(Cl)c2)cc1	1.3%	-6%	13%	30%	4%
COc1cc(CC(CC(=O)O)CC(C)OCc2ccccc2)cc(OC)c1 (centres undefined)	7.4%	-2%	-6%	24%	-4%
O=C(/C(N=Nc1cccc([N+](=O)[O-])c1)=C(/O)c1ccc(Br)cc1)C(F)(F)F	·	·	5%	?	28%

Results, previewed entries included:
SMILES	VEEV TC-83 Vero	influenza NS1A	Salmonella PhoP GFP	tuberculosis growth	H37Rv inhibition	others
O=C(C/C=N/OCc1c(Cl)cccc1Cl)c1ccccc1	i	-1%	10%	13%	1%
COc1ccccc1-c1ccc(SCC(=O)Nc2cc(C)on2)nn1	0.7%	10%	9%	?	4%
CC(=O)c1ccc(NC(=S)NCCc2cccc(Cl)c2)cc1	0.1%	3%	16%	?	12%
Cc1nnc(-n2cnc3ccccc32)c2ccccc12	2.9%	3%	9%	-10%	2%
NC(N)=NS(=O)(=O)c1ccc(N/C=C/C(=O)c2ccc(Cl)c(Cl)c2)cc1	1.3%	-6%	13%	30%	4%
COc1cc(CC(CC(=O)O)CC(C)OCc2ccccc2)cc(OC)c1 (centres undefined)	7.4%	-2%	-6%	24%	-4%
O=C(/C(N=Nc1cccc([N+](=O)[O-])c1)=C(/O)c1ccc(Br)cc1)C(F)(F)F	·	·	5%	?	28%
Cc1nc(CNS(=O)(=O)c2ccc(F)cc2)cs1	0.7%	-5%	5%	-9%	-2%
Cc1ccc2nc(Cl)c(C3CC(c4cccs4)=NN3C(=O)CCC(=O)O)cc2c1 (centres undefined)	0.7%	7%	-9%	19%	-12%
CCC(C)Sc1nnc(NC(=O)C2CCN(C(=O)c3ccco3)CC2)s1 (centres undefined)	0.9%	9%	5%	0%	0%
CCc1ccc(CN2CCCC(CNC(=O)c3cc(OC)cc(OC)c3)C2)cc1 (centres undefined)	0.4%	-1%	-9%	17%	3%
Cc1ccc2[nH]c3c(=O)n(CC(=O)NCCCN4CCN(c5ccc(F)cc5)CC4)ncc3c2c1	3.5%	2%	3%	7%	6%
O=C(NN=C1c2ccccc2-c2ccccc21)c1ccccc1	2.7%	3%	5%	?	?
CC(C)(C)C(=O)N1CCC(O)(CS(=O)(=O)Cc2ccccc2)CC1	i	-8%	8%	-9%	-4%
C=CCOc1ccc(/C=N/NC(=O)CC(=O)NC2CCCCC2)cc1	0.4%	6%	4%	-3%	6%
Cc1cccc(C)c1OCC(=O)Nc1ccccc1N1CCCCC1	2.2%	-6%	-13%	1%	-2%
CCc1cccc2c(C(=O)CN3C(=O)C(=O)N(C4CCCC4)C3=O)c[nH]c12	i	-2%	·	22%	5%
CCCCOC(=O)c1ccc(NC(=S)NC(=O)c2c(Cl)cnn2C)cc1	3.9%	-1%	5%	?	?
Cc1ccc(CC(=O)Nc2cccc(S(=O)(=O)N3CCOCC3)c2)cc1	3.2%	12%	0%	11%	-4%
O=C(NCC1CCCO1)C1CCN(C(=O)c2ccc(Cl)cc2)CC1 (centres undefined)	4.0%	-4%	-4%	-19%	1%
COc1cc(C(=O)N2CCN(c3ncnc4sc(C)c(C)c34)CC2)cc(OC)c1OC	i	-3%	4%	9%	3%
CC1CCN(C(=O)c2ccc(NC(=O)c3ccccc3)cc2)CC1	2.8%	-8%	1%	-8%	3%
Cc1cc(-c2n[nH]c(=S)n2/N=C/c2ccc(C)s2)n[nH]1	0.2%	-3%	-1%	-21%	4%
CC(C)(CNC(=O)c1ccc(Br)o1)N1CCOCC1	7.0%	-9%	-4%	4%	4%
Nc1nc(CSc2ncn(-c3ccccc3)n2)cs1	0.7%	-2%	-9%	29%	-1%
(further entries)
SMILES	VEEV TC-83 Vero	influenza NS1A	Salmonella PhoP GFP	tuberculosis growth	H37Rv inhibition	others
Cc1ccc(NC(=O)c2ccc(Cl)c(S(=O)(=O)N3CCCCC3)c2)nc1	9.1%	2%	·	21%	-5%
CCC(C)C(NC(=O)C1CCC(C)CC1)C(=O)NCc1ccccn1 (centres undefined)	0.3%	-1%	6%	-10%	8%
Cc1c(Cc2ccccc2)sc(/N=C/c2c(O)ccc3ccccc23)c1C(N)=O	2.3%	-8%	-11%	20%	2%	VEEV TC-83 Vero 10K pilot screen=5.0
CCOc1ccc2nc(NCCO)[nH]c2c1	5.2%	-1%	2%	5%	-4%
N=C1/C(=C\c2ccc(-c3ccc(C(=O)O)cc3)o2)C(=O)N=C2SC=C(c3ccccc3)N12	9.8%	-7%	·	·	·
CCc1ccc2nc3nc(C)cc(C)c3c(N)c2c1	3.8%	-1%	-15%	45%	9%
Cc1ccc(NC(=O)CNS(=O)(=O)c2ccc(F)cc2)cc1C	1.5%	4%	8%	10%	29%
COc1cccc(NC(=O)CCS(=O)(=O)c2ccc3c(c2)oc(=O)n3C)c1	1.8%	0%	4%	5%	1%
CC(C)CCN1NC2(CCC(C)CC2)NC1=S (centres undefined)	1.5%	3%	-5%	3%	4%
COc1ccc(OC(C)C(=O)N(C)Cc2nc(-c3ccc(OC)cc3)no2)cc1 (centres undefined)	0.8%	11%	11%	7%	5%
CC(=O)Nc1ccc(-n2c(C)ccc2-c2ccccc2)cc1	1.5%	2%	0%	29%	-2%
CCc1ccc(OC)c(S(=O)(=O)Nc2ccc(Cc3ccncc3)cc2)c1	4.4%	-8%	6%	-5%	4%
CC(=O)C1=C(C)N(Cc2ccccc2)C(=O)N[C@@H]1c1cccc(C(F)(F)F)c1	0.6%	3%	-2%	10%	2%
COC(=O)c1ccc(-n2nnnc2SCC(=O)N2CCCCC2)cc1	i	-1%	3%	5%	-4%
CN1CCN(c2ccc(Cl)cc2NC(=O)c2ccc(S(=O)(=O)N(C)C)cc2)CC1	i	8%	16%	24%	-3%
OCCNCc1cc(Br)ccc1OCc1ccc(F)cc1	i	-1%	10%	-2%	-15%
CN(C)C(=O)CCc1ccc2c3c([nH]c2c1)[C@]1(C)[C@@H](C(=O)N2CCCCC2)C[C@H](CC(=O)NCCC2=CCCCC2)C(=O)N1CC3	i	-18%	·	·	·
COc1ccc(Cl)cc1C1=CC(=O)C[C@H](c2ccc(F)cc2)C1	4.4%	-11%	·	4%	15%
CN(C)CC(C)(C)CNC(=O)C1CCN(CCCc2ccccc2)CC1	i	-1%	-6%	11%	-10%
C#CCN(Cc1ccccc1)S(=O)(=O)C=C	·	·	·	16%	-4%
O=C(NN1C(=O)c2ccccc2NC1c1ccco1)c1ccc(Br)cc1 (centres undefined)	2.1%	-5%	-10%	28%	2%
CCOCc1c(C(=O)OCC(=O)/C(C#N)=C(\C)N)oc2ccccc12	1.0%	4%	2%	3%	-5%
Cc1ccc(N(Cc2ccc(C(=O)NCCSc3ccccn3)cc2)S(C)(=O)=O)cc1C	9.4%	8%	-1%	17%	2%
C=CCNC(=O)c1ccccc1NC(=O)COc1ccc(OC)cc1	0.7%	2%	-3%	4%	-8%
c1ccc(Cn2nnc3c(NCc4ccc5c(c4)OCO5)ncnc32)cc1	i	1%	-8%	-4%	12%

Among those listed so far, these contain a CF3 group:
SMILES	VEEV TC-83 Vero	influenza NS1A	Salmonella PhoP GFP	tuberculosis growth	H37Rv inhibition	others
O=C(/C(N=Nc1cccc([N+](=O)[O-])c1)=C(/O)c1ccc(Br)cc1)C(F)(F)F	·	·	5%	?	28%
CC(=O)C1=C(C)N(Cc2ccccc2)C(=O)N[C@@H]1c1cccc(C(F)(F)F)c1	0.6%	3%	-2%	10%	2%

By substructure, the compounds so far with a COOH group.
SMILES	VEEV TC-83 Vero	influenza NS1A	Salmonella PhoP GFP	tuberculosis growth	H37Rv inhibition	others
COc1cc(CC(CC(=O)O)CC(C)OCc2ccccc2)cc(OC)c1 (centres undefined)	7.4%	-2%	-6%	24%	-4%
Cc1ccc2nc(Cl)c(C3CC(c4cccs4)=NN3C(=O)CCC(=O)O)cc2c1 (centres undefined)	0.7%	7%	-9%	19%	-12%
N=C1/C(=C\c2ccc(-c3ccc(C(=O)O)cc3)o2)C(=O)N=C2SC=C(c3ccccc3)N12	9.8%	-7%	·	·	·

Continued:
SMILES	VEEV TC-83 Vero	influenza NS1A	Salmonella PhoP GFP	tuberculosis growth	H37Rv inhibition	others
COc1ccc(NC(=O)C(CCS(C)(=O)=O)N2C(=O)c3ccccc3C2=O)cc1 (centres undefined)	1.8%	1%	11%	-3%	-13%
CCC(=O)N1CCc2cc(Br)cc(S(=O)(=O)C3(C(=O)OC)CC3)c21	1.9%	-10%	-2%	21%	5%
O=C1c2ccc(-c3ccc(F)cc3OCc3ccccc3)cc2S(=O)(=O)c2cccc(C(=O)N3CCN(c4ncc(Cl)cc4Cl)CC3)c21	0.4%	9%	·	29%	4%	VEEV TC-83 Vero 10K pilot screen=3.7
CC1CCC/C=C/C2CC(O)CC2C(O)/C=C/C(=O)O1 (centres undefined)	7.5%	-4%	-15%	·	-11%
O=C(C1=C[C@H](C2CC2)C[C@H](OCc2ccc(CO)cc2)O1)N1CCN(Cc2ccccc2)CC1	2.0%	12%	-5%	25%	8%
CCc1cc(=O)oc2cc(C)cc(OC(C)C(=O)NCCN3CCOCC3)c12 (centres undefined)	2.1%	0%	1%	-15%	-1%
COc1ccc(/C=N/Nc2ccc(C(F)(F)F)cc2[N+](=O)[O-])cc1	0.1%	21%	-12%	3%	2%
O=C1N(C2CCCC2)C[C@@H]2C[C@@H](c3cccn3-c3nccs3)N3CCC[C@@]123	i	8%	-3%	27%	2%
Cn1c(=O)c(-c2ccccc2)c(O)c2ccccc21	0.9%	-4%	-2%	·	?
CCn1cnc2sc(C(=O)N3CCN(Cc4ccc5c(c4)OCO5)CC3)c(C)c2c1=O	·	·	5%	-2%	0%
Cc1cc(Br)ccc1NC(=O)CNC(=O)CSc1n[nH]c(N)n1	5.5%	-4%	6%	5%	10%
Fc1ccc(CN(Cc2ccccc2)C(c2cccs2)c2nnnn2C2CCCCC2)cc1 (centres undefined)	0.1%	9%	6%	63%	2%
CC(C)CC(=O)NC(=S)Nc1sc2c(c1C(N)=O)CCC2	0.8%	3%	6%	40%	-8%
COc1ccc(NC(=O)N2CCC(NC(=O)c3ccco3)CC2)cc1	1.3%	5%	5%	-9%	-4%
CN(C)C(=O)Oc1ccc2c(=O)c(Oc3ccccc3Br)coc2c1	i	-9%	-29%	9%	8%
CCOC(=O)CNC(=O)C1CCN(S(=O)(=O)c2ccc(-c3nn[nH]n3)cc2)CC1	0.8%	9%	0%	0%	-12%
O=C(OCC(=O)N(CCc1ccccc1)Cc1ccccc1)c1cccc(O)c1	9.5%	-10%	-3%	6%	-6%
CC(C)COc1ccc(C/C(N)=N/n2cnnc2)cc1	0.0%	0%	-7%	-15%	-9%

Source: PubChem (Southern Research Specialized Biocontainment Screening Center)
